Screens deposited in PubChem BioAssay by National Center for Advancing Translational Sciences (NCATS).
Shiga toxin inh – inhibitors of Shiga toxin in Vero cells; Vero cells, Shiga toxin protein synthesis inhibition reporter; inhibition, % at 38.7 µM; 290,000 tested, 9.2% active; AID 2315; in the data active = inhibition mostly above about 28%, no sharp cut-off; inactive = mostly below about 43%; note: 0% is about no effect
LmPK inh – LmPK (Leishmania mexicana) enzyme inhibition | purified LmPK, Kinase-Glo ATP luminescence, 1 h | Q27686 | 290,000 tested, 0.37% active | AID 1721 | Potency, µM (doses to about 57.5 µM), for the others: at the highest dose activity change, negative = inhibition, hits mostly inhibitors; note: potency is the fitted concentration of half-maximal effect; % is set by controls: 0 for no effect and ±100 for the full control effect
Target sequence (Q27686 whole entry, looked up): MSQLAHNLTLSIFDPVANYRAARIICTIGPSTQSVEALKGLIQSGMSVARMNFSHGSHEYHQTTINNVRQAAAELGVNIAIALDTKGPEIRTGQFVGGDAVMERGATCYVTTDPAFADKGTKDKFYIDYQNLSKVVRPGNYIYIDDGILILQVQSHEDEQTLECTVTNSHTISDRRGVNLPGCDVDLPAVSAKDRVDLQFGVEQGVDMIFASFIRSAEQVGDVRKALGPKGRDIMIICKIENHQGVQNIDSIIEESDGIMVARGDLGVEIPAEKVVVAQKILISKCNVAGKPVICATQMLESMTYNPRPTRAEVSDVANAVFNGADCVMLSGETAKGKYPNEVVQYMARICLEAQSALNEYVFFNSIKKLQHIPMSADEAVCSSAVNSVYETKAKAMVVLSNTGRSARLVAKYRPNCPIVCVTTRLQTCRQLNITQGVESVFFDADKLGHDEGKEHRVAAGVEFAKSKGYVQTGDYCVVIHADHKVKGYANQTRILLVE
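Screened at intermediate enzyme activity to detect both inhibitors and activators: LmPK at 0.1 nM, with a 0.5 nM enzyme column as activation reference. PEP 0.5 mM, ADP 0.1 mM; ATP detected by luminescence after 1 h.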
Pf growth 96h – P. falciparum growth inhibition at 96 hour, primary screen for plastid delayed-death inhibitors. P. falciparum luciferase reporter growth, 96 h. Potency, µM (highest dose often 28.7 µM), inactives show top-dose activity change, negative = inhibition, actives largely listed as inhibitors. 320,000 tested, 6.9% active. AID 504834; note: potency is the fitted concentration of half-maximal effect; % is set by controls: 0 for no effect and ±100 for the full control effect
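Plates of compound plus infected erythrocytes (2% hematocrit, 0.05% parasitemia final) incubate 96 hours, 37 C, 5% CO2. Detection reagent added; reduced luminescence from the parasites' luciferase reporter flags inhibition.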
TbPYK inhibitor – T. brucei pyruvate kinase inhibition; Q57TT1; TbPYK enzyme, Kinase-Glo Plus ATP luminescence, 45 min; Potency, µM (series often up to 76.8 µM), for the others: at the highest dose activity, negative = inhibition, hits mostly inhibitors; 410,000 tested, 0.12% active; note: potency is the fitted concentration of half-maximal effect; % is set by controls: 0 for no effect and ±100 for the full control effect; nearly all actives have a fitted effect of over 50% in size
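Activity of T. brucei pyruvate kinase was followed by Kinase-Glo Plus luminescence after the enzyme reacted 45 min at room temperature with 130 uM ADP (final) and substrate. Test compounds were added before ADP at multiple concentrations.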
Pf growth 48h – inhibits P. falciparum growth in the first generation, 48 h; P. falciparum luciferase growth in erythrocytes, 48 h; Potency, µM (titrated, usually from 28.7 µM), for inactives: top-dose activity change, negative = inhibition, hits mostly inhibitors; 310,000 tested, 5.9% active; note: potency is the fitted concentration of half-maximal effect; % is set by controls: 0 for no effect and ±100 for the full control effect
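In quantitative HTS format, infected erythrocytes bearing luciferase-reporter parasites were treated for a single generation at 37 C. Luminescence after adding detection reagent served as the growth measure.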
AmpC inh no detg – inhibitors of E. coli AmpC beta-lactamase without detergent; AmpC nitrocefin hydrolysis, absorbance 480 nm, 0.0001% Triton; Potency, µM (top dose mostly 57.1 µM), without a hit: top-dose activity change, negative = inhibition, most hits filed as inhibitors; 330,000 tested, 0.52% active;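 note: potency is the fitted concentration of half-maximal effect; plate controls were no compound for no effect and no enzyme for full effect; nearly all actives have a fitted effect of over 20% in size; some results filed as inactive show a strong effect at the top dose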
Target sequence (P00811 whole entry, looked up): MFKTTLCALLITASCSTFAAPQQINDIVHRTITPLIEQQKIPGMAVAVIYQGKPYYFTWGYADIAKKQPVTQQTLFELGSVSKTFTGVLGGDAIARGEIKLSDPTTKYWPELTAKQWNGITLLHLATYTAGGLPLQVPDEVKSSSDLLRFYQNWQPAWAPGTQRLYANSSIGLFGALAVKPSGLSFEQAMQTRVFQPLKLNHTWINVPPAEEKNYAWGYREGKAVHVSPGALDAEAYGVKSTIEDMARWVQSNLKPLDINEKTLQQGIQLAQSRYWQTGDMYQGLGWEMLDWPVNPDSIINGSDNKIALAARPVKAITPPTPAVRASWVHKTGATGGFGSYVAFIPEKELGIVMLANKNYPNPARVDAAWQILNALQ
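20 mM phosphate pH 7.0 + 0.01% (detergent screen) or 0.0001% Triton X-100; 5.3 nM AmpC reagent; cpd preinc 15 min RT; nitrocefin (800 uM stock) to start; A480 q20 s × 4 min; Activity was normalised to no-enzyme and no-compound control wells.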
Cycloheximide cs – counter-screen for Shiga toxin inhibitors: cycloheximide protein synthesis inhibition. 300,000 tested, 12% active. max response, %. cell reporter, cycloheximide protein synthesis inhibition counterscreen; in the data active = max response mostly above about 13%, no sharp cut-off; inactive = mostly below about 14%; note: read at 38.3 µM for the half of the compounds with a filed dose; 0% is about no effect
* hit, by the source's call; ? = inconclusive; nt = no result given; & = joins results of further samples; [ ] = another dose, or the depositor's remark. Unless noted, calls come from the whole dose curve; as a rule, active = well fitted curve in the direction sought with a large enough effect; inconclusive = small, poorly fitted or top-dose-only effect, or another doubt; inactive = no such curve, though single readings can be large; an effect the other way counts as inactive or inconclusive.

molecule	Shiga toxin inh	LmPK inh	Pf growth 96h	TbPYK inhibitor	Pf growth 48h	AmpC inh no detg	Cycloheximide cs
Cc1ccc(CN2CCN(Cc3ccc4c(c3)OCCO4)CC2CCO)cc1 (centres undefined)	-10	0%	?	0%	-11%	25%	-2
CC(C)(C)c1ccc(OCC(=O)Nc2ccc(-c3nc4cccnc4o3)cc2)cc1	12	1%	?	-2%	39%[activator]	nt	9
COc1ccccc1-n1nnnc1SCC(=O)N(C)C1CCS(=O)(=O)C1 (centres undefined)	nt	nt	-25%	-17%	-28%	-3%	nt
C/C(Cl)=C\Cn1c(NCCc2ccccc2)nc2c1c(=O)n(C)c(=O)n2C	-5	7%	40%[activator]	2%	9.3µM*	-3%	-6
O=C(NC(=S)Nc1ccc(CN2CCOCC2)cc1)c1cc2ccccc2o1	20	-1%	-7%[5.75 µM]	5%	14%	-16%	6
O=C(NC(=S)N1CCc2ccccc21)c1ccccc1Cl	89	0%	5%	-2%	4%	-29%	15
c1ccc2sc(Nc3nc4cc5c(cc4s3)OCO5)nc2c1	117*	-2%	101%[activator]	-19%	189%[activator]	1%	119*
COc1cccc(NC(=O)[C@H](Cc2ccccc2)NC(=O)[C@@H]2Cc3ccccc3CN2)c1	41	2%	47%[activator]	-8%	?	-8%	26*
CCOC(=O)C1=C(O)c2ccccc2C(=O)/C1=C\c1ccc(C)cc1	16	-2%	4.1µM*	?	2.9µM*	-52%	-1
CC(/C=C/C1(O)C(C)CC(=O)CC1(C)C)OC1OC(CO)C(O)C(O)C1O (centres undefined)	-13	1%	57%[activator]	-8%	-7%	-18%	1
CCOc1ccccc1/C=N/NC(=O)c1ccc(Cn2cc([N+](=O)[O-])cn2)o1	-6	4%	16%	-1%	15%	-7%	-2
CN(C)CCCNc1ccc(-c2nn(C)c(=O)c3ccccc23)cc1[N+](=O)[O-]	14	0%	0%	-3%	-7%	-3%[2.29 µM]	-5
O=C(Nc1cc(C(F)(F)F)ccc1N1CCOCC1)c1ccccc1	-9	1%	nt	7%	-19%	10%	1
CN1C(=O)C(O)(CC(=O)/C=C/c2ccco2)c2cc(Br)ccc21 (centres undefined)	-11	1%	?	-22%	?	-19%	-3
O=C(CSc1ncccn1)N/N=C/c1cccs1	33	-1%	?	0%	12%	-18%	12
O=C(NCCCN1CCOCC1)C(=O)N/N=C/c1cccc2ccccc12	7	-3%	47%[activator]	2%	12%	40%	-3
CCOc1ccc(C2c3c(oc4cc(C)c(C)cc4c3=O)C(=O)N2CCCN(C)C)cc1OC (centres undefined)	-10	8%	?	3%	nt	127%[activator]	5
CCOc1ccc(NC(=O)CN(C)C(=O)c2cc([N+](=O)[O-])ccc2N2CCOCC2)cc1OCC	nt	nt	-11%	3%	?	57%	nt
Cc1ccc(NC(=S)Nc2cccnc2)c(S(=O)(=O)N2CCCCC2)c1	19	1%	?	-8%	-1%	14µM*	-2
COc1ccc(NC(=O)c2ccc3c(c2)CCN3S(=O)(=O)c2ccccc2)cc1	-7	0%	8%	0%&-19%	?	-39%	-2

2 entries from above, as labelled records.
smiles: CN(C)CCCNc1ccc(-c2nn(C)c(=O)c3ccccc23)cc1[N+](=O)[O-]
  Shiga toxin inh: 14 | LmPK inh: 0% | Pf growth 96h: 0% | TbPYK inhibitor: -3% | Pf growth 48h: -7% | AmpC inh no detg: -3%[2.29 µM] | Cycloheximide cs: -5
smiles: O=C(Nc1cc(C(F)(F)F)ccc1N1CCOCC1)c1ccccc1
  Shiga toxin inh: -9 | LmPK inh: 1% | Pf growth 96h: nt | TbPYK inhibitor: 7% | Pf growth 48h: -19% | AmpC inh no detg: 10% | Cycloheximide cs: 1

(further entries)
molecule	Shiga toxin inh	LmPK inh	Pf growth 96h	TbPYK inhibitor	Pf growth 48h	AmpC inh no detg	Cycloheximide cs
COc1nc(Nc2cccc(F)c2)nc(OC)n1	nt	-1%	1%	0%	-7%	-9%	20*
Cc1cc(C)n(-c2ccc(C(=O)NCc3cccs3)cc2)n1	18	2%	?	2%	-20%	-3%	9
CCC1(c2ccccc2)NC(=O)N(CC(=O)Nc2cc(Cl)ccc2N2CCN(C)CC2)C1=O (centres undefined)	nt	nt	?	-18%	12µM*	41%	nt
CCCCOc1ccc(OCCSc2nc3ccccc3n2CC(=O)O)cc1	-5	3%	?	-8%	-14%	-31%	-3
CC1(C)CC(=O)C(N=Nc2cc(C(F)(F)F)ccc2Cl)=C(O)C1	2	1%	4%	-4%	7%	-1%[11.4 µM]	1
Cc1cc(C)c2c(c1)/C(=N/NS(=O)(=O)c1ccccc1)CCC2	12	14%	20%	-12%	nt	-10%	-6
CCc1ccc(C2=Nn3c(nnc3-c3cccs3)SC2)cc1	-23	0%	1.9µM*	-2%	2.1µM*	11%	-5
CN(Cc1ccccc1)S(=O)(=O)c1ccc(OCC(=O)Nc2cccc([N+](=O)[O-])c2)cc1	-1	0%	1%	0%	?	-26%	1
O=C(NC1CCCC1)C(c1ccccc1F)N(C(=O)Cc1cccs1)c1ccc2c(c1)OCCO2 (centres undefined)	14	2%	-11%	1%	-15%	5%	5
CCC(=O)c1ccc(OCC(O)Cn2nnc3ccccc32)cc1 (centres undefined)	65*	4%	25%	1%	115%[activator]	-13%	45*
COc1ccc(CC(=O)NCC(C)(C)N2CCOCC2)cc1	0	0%	30%[activator]	-6%	17%	-4%	0
CC(=O)Nc1ccc(S(=O)(=O)N(C)c2ccc(OCC(=O)OCC(=O)NCc3ccco3)cc2)cc1	-5	9%	-5%	1%	-1%	-16%	-3
COc1ccccc1CNC(=O)CN(C)S(=O)(=O)c1ccc2c(c1)n(C)c(=O)c(=O)n2C	-4	0%	?	-3%	?	-2%	2
CC(=O)c1cccc(NC(=O)c2ccc(S(=O)(=O)N3CC(C)OC(C)C3)cc2)c1 (centres undefined)	nt	nt	18%	0%	?	-11%	nt
CCCc1cc(C(=O)N2CCCN(C)CC2)cs1	-3	0%	-5%	1%	-7%	-9%	9
COc1ccccc1NC(=O)Cn1nnc(-c2ccccc2NC(=O)c2cc3ccccc3oc2=O)n1	80*	-5%	64%[activator]	-8%	42%[activator]	-27%	39*
O=C(O)CCCCCn1c(SCC(=O)Nc2ccc(F)cc2)nc2ccsc2c1=O	-14	10%[11.5 µM]	-18%	3%	2%	-17%	-5
Cc1cccc(CC2S/C(=N/N=C/c3ccco3)NC2=O)c1 (centres undefined)	-14	4%	?	-6%	?	-33%	1
CC(=O)SC(C)CC(=O)NCc1ccccc1 (centres undefined)	-6	1%	32%[activator]	2%	nt	-22%	11
O=C1NC(=O)C(=Cc2ccccc2OCCOc2ccc([N+](=O)[O-])cc2)C(=O)N1	15	0%	50%[activator]	?	12%	-40%	11
CCN(CCO)c1nc(SC)nc2c1sc1nc(-c3ccco3)c3c(c12)CCC3	-2	2%	?	-8%	?	45%	9
CCCCCn1c(N2CCOCC2)nc2c1c(=O)n(CC(N)=O)c(=O)n2C	18	0%	-11%	2%	?	27%	1
Cc1cc(C)n2nc(-c3ccsc3-n3c(C)ccc3C)cc2n1	-10	-3%	?	-9%	13µM*	72%[activator]	-2
CSc1nc2ccccc2c(=O)n1Cc1ccc(F)cc1	-5	0%	-1%	-3%	-13%	-22%	7
CC(C)CCNC(=S)Nc1ccc(Br)cc1	48*	1%	2%	2%	?	-13%	30*
Cc1cc(C(=O)N/N=C/C=C/c2ccc([N+](=O)[O-])cc2)n[nH]1	-1	0%	?	2%	-10%	-19%	4
CCN(C(=O)COC(=O)c1ccc(COc2ccc3c(C)cc(=O)oc3c2)cc1)C1CCS(=O)(=O)C1 (centres undefined)	33	-2%	-22%	1%	?	86%[activator]	21*
COc1ccc(N(CC(=O)NC2CCCC2)C(=O)CCC(=O)Nc2nc(C)cs2)cc1OC	-9	4%	?	11%	?	63%[activator]	-6
Cc1cc(Cn2nc(C(=O)NCc3cccc(Br)c3)cc2-c2ccccc2)on1	nt	nt	?	-11%	?	-6%	nt
Cc1ccc(C2CC3CCC(C2)N3Cc2ccccc2F)cc1 (centres undefined)	9	0%	376%[activator]	-1%	?	-21%	1
CCCCc1nnc(NC(=O)CSc2nc(O)c(Cc3ccccc3)c(=O)[nH]2)s1	-7	3%[11.5 µM]	-18%	2%	11%	-19%	-7
CCNC(=O)CC1C(=O)N(CC)C(=S)N1NC(=O)c1cccnc1 (centres undefined)	-4	1%	0%	2%	-1%	-17%	-2
CCCOc1ccc(-c2c(C(=O)N/N=C/c3cccs3)nnn2-c2nonc2N)cc1	-1	4%	4%	2%	?	-32%	-2
CC(C)(C)n1nnnc1C(c1ccc(C#N)cc1)N1CCCC2(CCCCC2)C1 (centres undefined)	-12	3%	3%	-25%	?	-11%	2
CCc1ccc(NC(=O)Cn2cnc([N+](=O)[O-])c2)cc1	-10	-3%	211%[activator]	-3%	15%	-23%	-2
Cc1cccc(C)c1NC(=O)CNC(=O)CNC(=O)Cc1cccc2ccccc12	nt	nt	-10%	4%	-3%	24%	nt
COc1ccc(S(=O)(=O)N2CCOCC2)cc1NC(=O)COC(=O)C1CC1C (centres undefined)	nt	nt	27%	7%	?	-18%	nt
C[C@@H]1[C@H](O)C[C@@]23COC(=O)C2=CCC[C@@H]3[C@@]1(C)CC/C(=C/CO)CO	nt	nt	5%	0%	-5%	-3%	nt
CC(C)OC(=O)CSc1nnc(SCc2cccc3ccccc23)s1	-16	-3%	25%	-6%	nt	-7%	2
CC(=O)Nc1cccc(C(=O)Nc2cccc3ncccc23)c1	-6	2%	70%[activator]	-1%	35%[activator]	-16%	-3
COc1ccc(C(=O)CC(=O)C(=O)Nc2cc(C)ccc2C)cc1	4	6%	9.3µM*	-4%	nt	-37%	-3
CCOC(=O)Nc1sc(C)c(C)c1C(N)=O	7	-3%	27%	-1%	10%	-4%	-2
CC(C)NC(=O)C1CCCN(S(=O)(=O)c2cccc3nonc23)C1 (centres undefined)	-7	-9%	?	0%	-9%	-19%	3
COc1cc2c(cc1OC)-c1cc(NCc3ccccn3)nc(=O)n1CC2	-17	0%	109%[activator]	2%	?	-16%	-2
Cc1cc(S(=O)(=O)NC(C)C)ccc1OCC(=O)N1CCOCC1	-15	-3%	16%	-2%	nt	-18%	-4
COCCN(C(=O)COC(=O)/C=C/c1nc2ccccc2s1)c1c(N)n(Cc2ccccc2)c(=O)[nH]c1=O	nt	nt	4%	-16%	-36%	98%[activator]	nt
CN(C(=O)c1ccccc1OC1CCN(S(C)(=O)=O)CC1)C1CCOC1 (centres undefined)	-9	-4%	-7%	1%	25%	-1%	8
Cc1onc(-c2ccccc2)c1C(=O)NC(=S)NNC(=O)c1ccncc1	-4	-2%	10µM*	6%	?	-28%	-3
CN1CCCN(C(=O)c2ccc(Br)s2)CC1	-9	-3%	-5%	-7%	10%	-21%	-3
CN(C(=O)CSC1=Nc2ccccc2C2=NC(c3ccccc3)C(=O)N12)C1CCCCC1 (centres undefined)	14	3%	-23%	-1%	?	40%	11
